VLA-4 inh: inhibition in human VLA-4 binding assay, primary screen, VLA-4 allosteric modulator project, MLPCN library, flow cytometry, VLA-4 expressing cells; Integrin alpha-4 (Homo sapiens), P13612; ligand binding flow cytometry; inhibition, % (about 7 µM as worked out from the volumes in the protocol); hit rate 0.2% among 330,000; AID 2557, 2010; in the data active means inhibition above about 50%
AGP1 TOR yeast: modulators of AGP1-GFP expression in yeast TOR pathway, primary screen, cell-based, multiplex flow cytometry, S. cerevisiae, MLPCN library. 3 h; GFP as percent of DMSO wells. GFP response vs DMSO, % at 10 µM. hit rate 0.02% among 320,000;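 active means GFP response relative to DMSO above a set limit, near screen average plus 3 SD, cut at about 150% in these data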;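 further: median GFP channel fluorescence of the gated AGP1 strain per well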
CIT2 TOR yeast: modulators of CIT2-GFP expression in yeast, primary screen, S. cerevisiae, GFP fusion, multiplex flow cytometry, MLPCN library; hit rate 0.065% among 320,000; S. cerevisiae CIT2-GFP strain, 3 h; 100 means same as DMSO wells; GFP response vs DMSO, % at 10 µM; AID 2029, 2009;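 active means GFP response relative to DMSO above a set limit, near the screen mean plus 3 SD, cut at about 150% in these data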;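 further: ratio of well median GFP fluorescence to mean of DMSO wells on the plate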
LAP4-GFP MLPCN: modulators of LAP4-GFP expression in yeast, primary screen, S. cerevisiae, multiplex flow cytometry, MLPCN library; 3 h; median GFP as percent of DMSO wells; GFP response vs DMSO, % at 10 µM; hit rate 0.34% among 320,000; AID 2023, 2009;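 active means GFP response vs DMSO above a set limit, about the screen mean plus 3 SD, cut at about 150% in these data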
RPL19A-GFP yeast: RPL19A-GFP expression modulators in yeast, primary screen, cell-based, S. cerevisiae, multiplex flow cytometry, MLPCN; AID 2025, 2009; S. cerevisiae RPL19A-GFP strain, 3 h; active compounds read low; percent response vs DMSO, % at 10 µM; hit rate 0.3% among 330,000;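 active means percent response vs DMSO below 50%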;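 further: median channel GFP fluorescence of the barcoded RPL19A-GFP strain; ratio of sample median GFP to plate DMSO average so 100% = DMSO; lower means less RPL19A-GFP as with rapamycin TOR inhibition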
GRK2 aptamer HTS: compounds blocking aptamer binding on GRK2 – biochemical, human GRK2, bead flow cytometry, HTS, primary screen. Beta-adrenergic receptor kinase 1 (Homo sapiens), P25098. FAM-aptamer displacement from GRK2. inhibition of aptamer binding, % at 10 µM. hit rate 0.59% among 330,000. AID 488847, 2010;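 active means inhibition of aptamer binding above 40%, roughly 3 SD of noise, on plates passing a quality check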;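 further: median bead fluorescence of bound FAM aptamer so fluorescent compounds give negative values; no value below 0 was filed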
Target sequence (P25098 whole entry, looked up): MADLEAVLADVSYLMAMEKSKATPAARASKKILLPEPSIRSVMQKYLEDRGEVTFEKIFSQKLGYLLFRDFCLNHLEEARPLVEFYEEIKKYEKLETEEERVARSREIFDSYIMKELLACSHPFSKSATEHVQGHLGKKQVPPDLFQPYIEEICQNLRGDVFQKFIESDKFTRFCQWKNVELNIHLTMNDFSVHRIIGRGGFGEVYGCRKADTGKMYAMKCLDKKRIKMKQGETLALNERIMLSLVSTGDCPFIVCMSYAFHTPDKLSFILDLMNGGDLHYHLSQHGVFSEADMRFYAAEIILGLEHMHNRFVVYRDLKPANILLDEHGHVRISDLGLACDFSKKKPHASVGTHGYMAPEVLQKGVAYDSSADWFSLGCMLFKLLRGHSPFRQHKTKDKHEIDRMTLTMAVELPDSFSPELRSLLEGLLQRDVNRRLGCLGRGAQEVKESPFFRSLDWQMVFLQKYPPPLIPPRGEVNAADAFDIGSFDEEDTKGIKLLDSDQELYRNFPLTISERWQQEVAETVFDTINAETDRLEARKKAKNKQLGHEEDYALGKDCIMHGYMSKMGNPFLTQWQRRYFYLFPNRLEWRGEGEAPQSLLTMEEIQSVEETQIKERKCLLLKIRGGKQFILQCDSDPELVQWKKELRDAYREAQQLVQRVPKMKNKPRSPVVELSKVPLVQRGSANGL
MEP2-GFP yeast: modulators of MEP2-GFP levels in yeast, primary screen, S. cerevisiae, multiplex flow cytometry, MLPCN library; S. cerevisiae MEP2-GFP strain, 3 h; 100% = DMSO control level; GFP response vs DMSO, % at 10 µM; hit rate 0.51% among 330,000; AID 2016, 2009;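 active means GFP response versus DMSO above a set limit, roughly screen mean plus 3 SD, cut at about 180% in these data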;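 further: median GFP fluorescence of the barcode-gated MEP2-GFP cells per well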
GASC-1 inh: inhibitors of GASC-1 histone demethylase, primary screen, biochemical, fluorescence, DELFIA europium; Lysine-specific demethylase 4C (Homo sapiens), Q9H3R0; GST-JMJD2C(1-420) H3K9me3 demethylation; inhibition, % at 2.35 µM; hit rate 0.069% among 330,000; AID 2099, 2009;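 active means more than half of a compound's replicate wells show inhibition beyond 50%, single wells judged on their own value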;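 further: signal counts dimethyl H3K9 product captured on neutravidin plate; 0% = median of DMSO wells and 100% = 0.3 times that DMSO median; strong numbers were not always called active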
An asterisk follows results filed as active; · = no result given.

VLA-4 inh,GASC-1 inh,AGP1 TOR yeast,CIT2 TOR yeast,GRK2 aptamer HTS,MEP2-GFP yeast,RPL19A-GFP yeast,LAP4-GFP MLPCN,Compound
15,-3,92,78,2,108,97,96,Cc1c(Cl)cccc1NC(=S)NC1CCN(C(C)C)CC1
13,-12,102,103,0,105,102,103,O=C(c1cc([N+](=O)[O-])ccc1N1CCCCC1)N1CCCC1
14,4,104,94,0,98,96,112,Fc1ccc(CNCCC(Cc2ccccc2)c2ccco2)cc1 (stereo not drawn)
7,-11,102,103,1,106,106,99,O=C(O)c1cc(OCc2ccccc2)cc(OCc2ccccc2)c1
0,0,96,91,0,94,90,93,NS(=O)(=O)c1cccc(NC(=O)COC(=O)c2ccccc2C(=O)c2ccccc2)c1
2,1,100,106,2,100,102,84,Cc1ccc(NC(=O)C2=C(C(=O)O)CCCC2)cc1F
0,14,105,100,0,100,101,107,CC(=O)Nc1ccc(NC(=O)c2cc(-c3ccc(C)cc3O)n[nH]2)cc1
4,-1,94,84,4,94,92,107,COc1ccc(-c2cc(C)no2)cc1S(=O)(=O)N(C)c1cccc(C)c1
15,-9,110,103,0,112,95,124,CCc1ccc2c(c1)C(c1ccc([N+](=O)[O-])cc1)=NNC(c1ccccc1)=N2
-7,-23,115,106,0,117,106,119,CCOC(=O)C1(Cc2cccc(Cl)c2)CCCN(C2CCN(C(C)=O)CC2)C1 (stereo not drawn)
14,1,105,103,2,112,102,111,CCOc1cc(S(=O)(=O)n2cc(-c3ccc(F)cc3)c(N)n2)cc(OCC)c1OCC
7,15,107,113,5,103,105,99,COc1cc(/C=C(/C(=O)c2cccs2)c2nc3ccccc3[nH]2)cc(OC)c1O
0,-1,94,92,2,93,90,145,CN(C)c1ccc(C=C2C(=O)OC(C)(C)OC2=O)cc1
25,8,100,88,1,91,96,118,Cn1nc(-c2ccccc2)c(N2CCCCC2)cc1=O
9,187,108,94,0,98,100,108,O=C(CCc1nnc(-c2ccc3c(c2)OCO3)o1)NC(c1ccccn1)C(F)(F)F (stereo not drawn)
-1,30,105,106,0,105,103,95,NC12NC(=O)C3(O)C4C5CC(C6C5C3C61)C42 (stereo not drawn)
3,-7,94,101,0,99,100,90,COc1ccc(-c2nn(-c3ccccc3)cc2C(=O)OCC(=O)c2ccc(C)c([N+](=O)[O-])c2)cc1
-6,-15,122,119,4,99,102,106,CN(C)c1ccsc1C(=O)NNS(=O)(=O)c1ccc(Cl)cc1
-3,-30,104,103,0,107,99,108,COCCn1c(C)cc(C(=O)COC(=O)/C=C/c2cccc(OC)c2)c1C
5,6,96,94,2,95,97,95,CCCCN(CCCC)C(=O)C1(P(=O)(c2ccccc2)c2ccccc2)CCC1
-2,12,102,104,0,100,101,99,Cc1[nH][nH]c(=O)c1C(c1c(C)[nH][nH]c1=O)c1cn(Cc2ccc(Cl)c(Cl)c2)c2ccccc12
4,-5,94,102,0,90,99,91,COc1ccc(-c2cc(-c3ccccc3)c(C#N)c(SCC(=O)Nc3ncc(C)s3)n2)cc1
-1,7,97,101,3,111,94,98,O=CNC(=O)c1ccccc1C(=O)O
12,8,95,91,0,103,95,91,O=S(=O)(c1ccccc1)N1CCN=C1SCc1ccc(Cl)c(Cl)c1
4,6,104,103,1,102,103,100,O=C(NCc1ccc2c(c1)OCO2)C1CCN(S(=O)(=O)N2CCCCC2)CC1
15,5,97,97,2,99,97,95,Cc1ccc(NC(=O)c2cnn(-c3ccccc3)c2NC(=O)c2ccco2)cc1C
-7,2,101,101,1,103,100,99,COC(=O)c1ccc2c(c1)S(=O)(=O)NC(=NCCCN1CCOCC1)S2
-3,3,112,103,4,102,100,111,CCOc1ccc(/C=C2\SC(=O)N(c3ccc(O)cc3)C2=O)cc1OC
10,7,103,97,2,110,101,117,CCC(=O)NCc1csc(-c2cccs2)n1
3,15,112,115,2,115,103,104,Cc1cccc(C)c1NC(=O)CNC(=O)c1ccc(NS(=O)(=O)c2ccc3[nH]c(=O)[nH]c3c2)cc1
-3,18,83,91,0,100,92,82,Cc1ccc(SCCOCCN2CCOCC2)cc1
-5,0,105,109,3,103,96,104,C/C(=N\NC(=O)CCn1nnc2ccccc21)c1cccs1
-14,8,104,97,2,103,101,101,Cc1cccc(NC(=O)CSCC(=O)N(C)Cc2c(F)cccc2Cl)c1
-13,-10,97,92,0,97,97,98,CCCCNC(=O)C(NS(=O)(=O)c1cccc2nsnc12)c1ccccc1 (stereo not drawn)
4,-13,122,117,0,91,95,113,COc1ccc2nc(/C=N/NC(=O)[C@@H]3CCCN3C(=O)OC(C)(C)C)ccc2c1
16,8,117,108,0,107,107,122,Cc1nn(S(=O)(=O)c2ccc(F)cc2)c(C)c1S(=O)(=O)N1CCCCC1
6,14,104,103,1,110,100,103,C/C(=N\Nc1ccccc1[N+](=O)[O-])c1ccccc1O
1,10,103,92,·,97,98,107,COc1ccc(-c2noc(CCC(=O)NC3CCCC3)n2)cc1
5,-5,97,96,3,102,95,104,O=C(c1nc2ccc(Cl)cn2c1CN1CCC(CO)CC1)N1CCc2ccccc2C1
12,2,104,105,0,103,103,101,CCCN1C2CCCC1CC(NC(=O)c1ccc(F)cc1)C2 (stereo not drawn)
18,23,107,100,5,112,101,103,O=C(NCc1ccccc1Cl)C1CCC(CNc2c(N3CCCCC3)c(=O)c2=O)CC1 (stereo not drawn)
-15,-4,110,111,0,110,105,107,CC1(C(=O)N(CC(=O)NC2CCCC2)Cc2ccco2)CC(=O)N=C2C=CC=CN21 (stereo not drawn)
-6,-16,93,88,0,104,94,110,CCCOc1c(Br)cc(/C=N/O)cc1OC
11,51,100,115,1,100,98,103,O=C(OCC(=O)N1CCN(C(=O)c2ccco2)CC1)c1cccc(S(=O)(=O)N2CCc3ccccc32)c1
1,-3,100,99,1,103,98,102,O=C(NCc1ccccn1)c1ccc(Cn2cc(Br)cn2)o1
-5,·,107,111,0,106,101,98,c1ccc2c(c1)[nH]c1c(N3CCSCC3)ncnc12
9,-11,95,94,0,95,93,97,O=C(CSc1nnc2c(n1)[nH]c1ccc(F)cc12)N1CCOCC1
-1,0,96,98,0,113,96,103,COc1ccc2cc(-c3cc(C(=O)OCC(=O)NC4CCS(=O)(=O)C4)c4ccccc4n3)ccc2c1 (stereo not drawn)
1,18,102,99,0,110,100,105,CN(CC(=O)Nc1ccccc1Cl)C(=O)CN1C(=O)C2CCCCC2C1=O (stereo not drawn)
1,3,103,101,2,98,97,99,Cc1ccc(C)c(-c2[nH]ncc2CN2CCCC(CO)(Cc3ccccc3C)C2)c1 (stereo not drawn)
2,-3,106,107,0,105,101,99,CC(C)N(CCNC(=O)C1CCCN(c2ncnc3c2nc2n3CCCCC2)C1)Cc1ccccc1 (stereo not drawn)
-11,7,91,87,1,93,93,104,COc1ccc2nc(Nc3ccccc3OC)sc2c1
4,-3,97,102,4,97,99,90,Cc1ccc(NC(=O)COC(=O)c2ccc3c(c2)OCO3)cc1S(=O)(=O)N1CCCCC1
3,4,95,89,0,97,96,101,CCOC(=O)Cc1nn(CC)c(=O)c2ccccc12
-9,4,102,104,3,132,101,110,COc1ccc(-c2ccc(/C=C3/C(=N)N4C(C)=CSC4=NC3=O)o2)c([N+](=O)[O-])c1
31,26,106,102,1,100,102,100,O=C(CCC(=O)Nc1ccc(F)cc1)N/N=C/c1ccc(Br)cc1
25,-32,104,112,3,111,102,96,CN(CC(=O)NCc1ccco1)S(=O)(=O)c1cccc2cccnc12
18,-19,101,92,0,100,103,93,O=C(O)CCC(=O)OCC1CCCO1 (stereo not drawn)
-4,1,85,89,0,83,95,115,Cc1ccc(CN2[C@@H](Cc3ccccc3)C(=O)CS2(=O)=O)cc1
1,-10,100,100,0,109,100,104,COc1cccc2cc(C(=O)OCC(=O)NCc3ccc4c(c3)OCO4)c(=O)oc12

(next part)
VLA-4 inh,GASC-1 inh,AGP1 TOR yeast,CIT2 TOR yeast,GRK2 aptamer HTS,MEP2-GFP yeast,RPL19A-GFP yeast,LAP4-GFP MLPCN,Compound
-4,2,95,94,1,100,100,87,CSc1cccc(N/C(=N/S(=O)(=O)c2ccccc2)NN)c1
3,7,93,96,0,105,103,89,CCC(O)(C#CCN1CCCCC1)CC
-5,-2,97,105,0,96,96,97,COCc1c(C(=O)OCC(=O)N(C)C2CCS(=O)(=O)C2)oc2ccccc12 (stereo not drawn)
4,7,101,107,0,105,113,96,Cc1cc(NC(=O)C2CC=CCC2C(=O)O)ccc1NC(=O)c1ccccc1 (stereo not drawn)
14,-5,108,104,2,104,101,99,COC(CNS(=O)(=O)c1cc2c3c(c1)CCN3C(=O)CC2)OC
13,12,109,104,0,109,102,114,c1ccc(Nc2nc(NCc3ccco3)c3ccccc3n2)cc1
-5,-1,102,104,3,105,109,100,COc1cc(/C=N/NC(=O)c2cccnc2)cc2c1OCO2
-3,12,94,94,2,93,96,96,C=CCNC(=S)N1CCN(CCN=CC2=C(O)CC(c3cccs3)CC2=O)CC1 (stereo not drawn)
-7,3,93,96,0,91,97,92,Cc1sc(NC(=O)CN(Cc2ccccc2)C(=O)C2CC2)c(C(N)=O)c1C
0,8,98,99,1,102,96,101,NC(=O)C1CCN(C(=O)c2ccc(NS(=O)(=O)c3ccc(F)cc3)cc2)CC1
26,-2,108,92,1,109,99,108,O=c1c2ccccc2oc2nc(-c3ccco3)n(-c3ccccc3)c(=O)c12
-7,-9,101,91,0,93,96,95,COc1ccc(CCN(C)C(=O)CSc2nnc(-c3ccco3)o2)cc1OC
-3,3,95,90,0,103,99,101,COc1ccc(C2CC(c3ccc(Br)cc3)=NN2C(=O)CSC2=NN3CCCC(=O)N=C3S2)cc1 (stereo not drawn)
5,0,96,83,5,97,98,98,C=CCOn1c(=O)c(=O)n(OCc2ccccc2)c2ccccc21
-2,3,103,109,1,108,107,97,CCCc1nc2ccccc2c(=O)n1CC(=O)c1ccc(F)cc1
-8,-9,106,112,1,93,98,101,COC(=O)CCCCCNC(=S)Nc1ccc2[nH]c(=O)[nH]c2c1
13,-3,101,103,0,105,105,92,Cc1ccc(-n2nc3ccc(NC(=O)c4cccc([N+](=O)[O-])c4C)cc3n2)cc1
13,-14,115,100,0,107,102,105,CCn1cc(Br)c(C(=O)N2CCN(c3ccccc3)CC2)n1
3,-16,105,92,3,106,100,101,Cc1ccc(CSc2nc3ccccc3c(=O)n2Cc2ccco2)cc1

Bioassay records (PubChem)
